Assay outcomes as filed in PubChem BioAssay.
GSIS activator: GLuc luminescence reporter in INS-1E cells, primary screen for activators of glucose-dependent secretion of insulin; INS-1E GLuc reporter insulin secretion, 2-3 h; activation, % at 16.6 µM; 0.61% of 370,000 active; AID 743287;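 active = lowest replicate activation of at least 40%, so every replicate reaches that level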;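 also: 0% = median of neutral control wells and 100% = median of IBMX positive control wells; some compounds called inactive have numbers as strong as hits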
RAD54 inh: RAD54 (human) branch migration inhibition; RAD54 Holliday junction branch migration, FAM/BHQ fluorescence; inhibition, % at 10.4 µM; 0.14% of 360,000 active; AID 602329;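 active = mean normalized replicate activity at least 40 and at least half of replicates scoring 40 or more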;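 also: 0% = median of neutral control wells and 100% = median of positive control wells; inhibitors cause a drop in the FAM fluorescence signal; in these data hits start at about 50%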
Target sequence (Q92698 whole entry, looked up): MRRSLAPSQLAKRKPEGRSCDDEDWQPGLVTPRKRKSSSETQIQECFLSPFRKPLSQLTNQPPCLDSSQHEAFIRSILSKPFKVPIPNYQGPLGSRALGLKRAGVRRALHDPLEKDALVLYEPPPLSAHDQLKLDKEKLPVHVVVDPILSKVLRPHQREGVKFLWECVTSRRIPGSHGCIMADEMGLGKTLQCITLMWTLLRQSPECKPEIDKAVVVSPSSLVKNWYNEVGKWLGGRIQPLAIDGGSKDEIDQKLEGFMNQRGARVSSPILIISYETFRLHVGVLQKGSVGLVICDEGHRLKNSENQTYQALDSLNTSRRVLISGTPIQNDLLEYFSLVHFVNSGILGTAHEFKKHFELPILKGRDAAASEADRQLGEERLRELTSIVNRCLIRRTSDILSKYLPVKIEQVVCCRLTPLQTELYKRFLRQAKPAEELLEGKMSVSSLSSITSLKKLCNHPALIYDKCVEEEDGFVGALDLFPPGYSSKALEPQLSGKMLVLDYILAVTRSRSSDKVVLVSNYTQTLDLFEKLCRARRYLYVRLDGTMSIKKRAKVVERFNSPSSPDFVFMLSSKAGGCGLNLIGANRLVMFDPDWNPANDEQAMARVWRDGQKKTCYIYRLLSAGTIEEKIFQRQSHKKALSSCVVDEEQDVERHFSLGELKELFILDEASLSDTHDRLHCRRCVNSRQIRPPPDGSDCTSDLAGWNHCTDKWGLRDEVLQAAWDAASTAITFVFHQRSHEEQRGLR
Active calls of the source: *. The list is partial; rates above refer to the full screens.

SMILES	GSIS activator	RAD54 inh
CCN1C(=O)c2cccc3c(NC(=O)C(C)(C)C)ccc1c23	12	-4
CC(Oc1ccc(Cl)cc1Cl)C(=O)Nc1cccnc1 (configuration not stated)	2	3
CCCCOc1ccc(N2C(=O)CC(N(O)c3ccccc3)C2=O)cc1 (configuration not stated)	-10	3
CCC(C)NC(=O)CSc1nnc(-c2cc(-c3cccs3)nc3ccccc23)o1 (configuration not stated)	14	7
O=C(NNC(=O)c1cccc2ccccc12)c1ccco1	6	2
Cc1cc2cc3c(cc2nc1SCC(=O)N1CCN(C(=O)c2ccco2)CC1)OCO3	32	12
O=C(CCS(=O)(=O)c1cccc2nsnc12)N1CCN(C(=O)c2ccco2)CC1	14	-12
O=C(O)CCC(=O)Nc1ccccc1C(=O)NCc1ccco1	38	-3
CC1CCCCN1C(=O)CSc1nnc(-c2ccco2)n1CC1CCCO1 (configuration not stated)	18	4
O=C(CN1CCN(c2ccccc2)CC1)N1N=CCC1c1ccccc1 (configuration not stated)	25	4
CCCCCOc1ccc(CSc2ncn[nH]2)cc1	-3	-2
CCN(CC)S(=O)(=O)c1ccc(Cl)c(C(=O)NCC2CCCO2)c1 (configuration not stated)	11	6
COC(=O)c1ccccc1NC(=O)COc1ccccc1	4	-11
CCCCCOC(=O)c1ccccc1C(=O)O	19	-11
CCCC(=O)C1C(=O)CC(C)(C)C(c2cc(C)no2)C1=O (configuration not stated)	16	5
CCOC(=O)N1CCN(CC(O)COc2ccccc2C(C)CC)CC1 (configuration not stated)	5	-10
Cc1ccc(C)c(NC(=O)C2CC(Cl)=CCC2C(=O)O)c1 (configuration not stated)	4	-3
CCOC(=O)C1=C(C)Nc2ccccc2N=C1NC(=O)Cc1ccc(OC)cc1	-10	-2
COc1cccc(CN(CC2CCCO2)S(=O)(=O)c2ccc(S(=O)(=O)N(C)C)cc2)c1 (configuration not stated)	0	3
CCn1c(SCc2nc3ccccc3[nH]2)nnc1-c1ccc(OC)cc1	10	-1
COCCCNC(=O)c1ccc2nc3ccccc3c(=O)n2c1	46	0
CN(Cc1ccccc1)C(=O)CCNC(=O)Cn1cnc2ccccc2c1=O	5	-6
C=CCn1c(/N=C/c2ccc3c(c2)OCO3)nc2ccccc21	5	-1
CCCCCCCCSc1nnc(-c2ccc(OC)cc2)o1	-10	0
CC(=O)N(/N=C/c1cccc(C)c1)c1nc(-c2ccc(Br)cc2)cs1	110*	-4
Cc1ccc(SC(C)C(=O)Nc2ccncc2)cc1 (configuration not stated)	4	-3
Cc1cc(C)c2[nH]c(=O)c(C(c3nnnn3C(C)(C)C)N3CCN(C(=O)c4ccco4)CC3)cc2c1 (configuration not stated)	2	-11
O=C(NCc1ccc2c(c1)OCO2)c1ccc(CN2CCOCC2)cc1	-3	-3
CCOC(=O)c1cnn2c(C(F)(F)F)cc(-c3ccco3)nc12	3	2
COc1ccc(C2/C(=C(/O)c3ccc4c(c3)CC(C)O4)C(=O)C(=O)N2CCN2CCOCC2)cc1 (configuration not stated)	9	1

Among those listed so far, these have a COOH group.
SMILES	GSIS activator	RAD54 inh
O=C(O)CCC(=O)Nc1ccccc1C(=O)NCc1ccco1	38	-3
CCCCCOC(=O)c1ccccc1C(=O)O	19	-11
Cc1ccc(C)c(NC(=O)C2CC(Cl)=CCC2C(=O)O)c1 (configuration not stated)	4	-3

Later entries
SMILES	GSIS activator	RAD54 inh
CCCn1c(=O)c2ccccc2n2c(SCC(=O)c3ccc(CC)cc3)nnc12	-5	-2
COc1ccc(NC(=O)Nc2cc(C)ccc2OC)cc1	1	-10
COc1cc(NS(=O)(=O)c2ccc(NC(C)=O)cc2)nc(OC)n1	6	3
Cc1cnn(CCC(=O)NNC(=S)Nc2cccc(Cl)c2)c1	-2	5
O=C(Oc1ccc2c3c(c(=O)oc2c1)CCCC3)c1ccco1	8	3
FC(F)Oc1ccc(NC(=S)NCc2ccccc2)cc1Cl	-26	6
O=C(CSc1cccc2cccnc12)OCC(=O)c1ccccc1	14	7
CCC(CC)NC(=O)c1cc(OC)c(OC)cc1[N+](=O)[O-]	13	13
C=CCNC(=O)CN1CCC(n2c(C)nc3cc(C(F)(F)F)ccc32)CC1	5	3
O=C(Cc1cccs1)Nc1ccccc1C(=O)O	-9	5
O=C(Nc1ccc2c(c1)CCC2)C1CCCN(c2ncccn2)C1 (configuration not stated)	-6	2
CC(C)Nc1nc(NC(C)C)nc(Oc2ccc(OCc3ccccc3)nn2)n1	-1	-6
Cc1ccc(NC(=O)/C=C\C(=O)NCC(=O)O)cc1C	3	-3
CCCNS(=O)(=O)c1ccc(OCC(=O)OC)cc1	-7	5
O=C(c1cccc(COc2cccc3ccccc23)c1)N1CCCC1	-19	0

The final 5 compounds of the section above come first, to join the parts.
SMILES	GSIS activator	RAD54 inh
O=C(Nc1ccc2c(c1)CCC2)C1CCCN(c2ncccn2)C1 (configuration not stated)	-6	2
CC(C)Nc1nc(NC(C)C)nc(Oc2ccc(OCc3ccccc3)nn2)n1	-1	-6
Cc1ccc(NC(=O)/C=C\C(=O)NCC(=O)O)cc1C	3	-3
CCCNS(=O)(=O)c1ccc(OCC(=O)OC)cc1	-7	5
O=C(c1cccc(COc2cccc3ccccc23)c1)N1CCCC1	-19	0
CC(=O)Nc1cc(C(=O)N2CCCC2)ccc1S(=O)(=O)c1ccc(Cl)cc1	9	0
O=C(Nc1ccccc1)N(O)c1ccc(Cl)cc1	-4	3
Cc1cc([N+](=O)[O-])c2[nH]c(C(=O)N/N=C/c3ccccc3C(=O)O)c(-c3ccccc3)c2c1	-16	1
CC(=O)Nc1ccc(N(C)C)cc1[N+](=O)[O-]	15	3
CCC1SC2=NCCN2C1(O)c1ccc(Cl)cc1 (configuration not stated)	3	2
O=C(CCC1CCCC1)N1CCN(C2CCCC2)CC1	0	4
Cc1nnc(SCC(=O)NCC2CCCCC2)n(N)c1=O	28	5
CCOc1c(Cl)cc(/C=N/O)cc1OC	12	-3
CCCCOc1ccc(-c2nnn(C(C)(C)C(=O)OC)n2)cc1	2	-1
CCCNC(=O)c1ccccc1C(=O)NCCC	7	-11
CCCCC(=O)NCCc1cc2ccc(OC)cc2[nH]c1=O	-4	8
Cc1ccc(-n2ccc(=O)c(C(=O)O)n2)cc1	1	-2
Nc1nc(SCC(=O)NCc2ccco2)[nH]c(=O)c1-c1ccccc1	4	1
COc1ccc(C2(C(=O)NCCN3CCOCC3)CCOCC2)cc1	7	7
Cc1ccc2nc(C)cc(C(=O)OCC(=O)c3ccc(Cl)c([N+](=O)[O-])c3)c2c1	5	-2
COCCNC(=O)Cn1cnc2c1c(=O)n(C)c(=O)n2C	27	-3
CCc1cccc(NC(=O)CN(C)S(=O)(=O)c2cccc3nsnc23)c1	-15	-11
Clc1ccc(OCCn2ccnc2)c2ccccc12	7	20
Fc1ccc(-c2nnc(CN3CCC(c4nc5ccccc5s4)CC3)o2)cc1	-15	1
O=C(Oc1ccc(-c2ccccc2)cc1)N1CCOCC1	-17	5
CCOC(=O)Cc1cc(=O)[nH]c(Nc2nc3ccccc3o2)n1	-11	10
CCn1ncc(C2=NOC(C(=O)N3CCC(C(N)=O)CC3)C2)c1C (configuration not stated)	23	-1
CSc1ccc(S(=O)(=O)Nc2c(C)cccc2C)cc1	-2	10
CCOC(=O)CNc1c(-c2ccc(O)cc2)nc2ccccn12	-2	-11
CCCCOc1ccc(NC2=NC3(CCCC3)N=C(N)N2)cc1	13	5
CCOc1ccc(Br)cc1S(=O)(=O)Nc1ccc(Cl)c(S(=O)(=O)N(C)C)c1	-15	1
NCC(O)COc1ccc2c(c1)OCO2 (configuration not stated)	-2	-6
Cc1ccc2c(c1)nnn2C1CCN(CC(=O)NCCc2nc3ccccc3[nH]2)CC1	7	-4
Cc1ccc(C(C)C)c(OCCNC(=S)Nc2cccc3ccccc23)c1	-22	10
COc1cc(/C=N/Nc2nc(N3CCCC3)nc(N3CCCC3)n2)ccc1O	10	2
Cc1ccc(NC(=O)CSc2nnc(COc3ccc(C#N)cc3)n2-c2ccccc2)cc1C	-30	5
COc1cccc(NS(=O)(=O)c2ccc(S(=O)(=O)N3CCOCC3)cc2)c1	9	-5
CC(C)N1C(=O)C2C(C(=O)NCc3ccccc3)C3C=CC2(O3)C1C(=O)NC(C)(C)C (configuration not stated)	2	7
COc1ccc(-c2cc(C(=O)NCc3ccc(Cl)cc3)no2)cc1OC	3	-5
CCOCCCn1c(=N)c(C(N)=S)cc2c(=O)n3cccc(C)c3nc21	6	26
Cc1ccccc1NC(=O)C1(C)Cc2ccccc2C(=O)O1 (configuration not stated)	-6	3
Cc1ccc(-c2csc3nnc(SCc4csc(C)n4)n23)cc1	73	0
CSc1cnn(-c2ccccc2)c(=O)c1SC	24	0
BrC(=C\c1ccccc1)/C=N/N1CCN(c2ccccn2)CC1	-16	-6
O=C(O)CCCC(=O)Nc1ccc(C(=O)N2CCCCC2)cc1	-5	3
O=C(CCS(=O)(=O)c1ccc(Br)cc1)NCc1cccs1	16	1
OC(COc1ccc2c(c1)CCC2)Cn1cnc2ccccc21 (configuration not stated)	-16	6
CC(C)NC(=O)C1(c2ccccc2)CCOCC1	6	-4
CC1=C(C(=O)OC(C)C)C(c2cccnc2)C2=C(CC(C)(C)CC2=O)N1 (configuration not stated)	-9	4
COCCNC(=O)c1nn(-c2cc(OC)cc(OC)c2)c(=O)c2ccccc12	-2	8
CCCCn1ccc(=O)c2c(C(F)(F)F)nccc21	17	-5
COc1ccc(S(=O)(=O)N(C)CC(=O)Nc2ccc(C(F)(F)F)cc2)cc1Cl	-17	2
CC1(C)CC(=O)C2=C(C1)NCN(Cc1ccc3c(c1)OCO3)C2	31	-6
CCOc1nc(NCCC2=CCCCC2)nc(N2CCOCC2)n1	2	-2
c1ccc(CSc2nnc(-c3ccco3)n2Cc2ccccc2)cc1	-6	-5
CCC1CCCCN1CCNC(=O)CCS(=O)(=O)c1ccc(Br)cc1 (configuration not stated)	8	0
COc1cc(OC)c2nc(C)c3c(c2c1)N(c1ccc(O)cc1)CC3	14	51*
CN(C)c1ccc(/C=N/NC(=O)C(O)(c2ccccc2)c2ccccc2)o1	-16	-10
O=C(C1CCN(S(=O)(=O)c2ccc3c(c2)OCCO3)CC1)N1CCc2ccccc21	-20	-3
CCc1ccc2c(c1)c1nc(C)sc1n2CC	8	-7
OC1(c2cn(Cc3ccccc3)nn2)CCCCC1	19	14
O=C(COc1ccc(Cl)cc1Cl)NCCCCc1ccccc1	-8	-3
N#CCSc1nc2c(sc(=S)n2Cc2ccco2)c(=O)n1-c1ccc(F)cc1	-46	4
CCc1cc(C(=O)NNC(=S)NCc2ccccc2)cs1	-5	0
COc1cc(C2/C(=C(\O)c3ccc4c(c3)CC(C)O4)C(=O)C(=O)N2CCCn2ccnc2)ccc1O (configuration not stated)	-5	13

Other entries follow:
SMILES	GSIS activator	RAD54 inh
CCc1ccc(NC(=O)CSc2nc3n[nH]c(C)c3c(=N)n2-c2cccc(OC)c2)cc1	-3	-2
CCN(CC)CCNC(=O)C1c2ccccc2C(=O)N(CCOC)C1c1ccc(F)cc1 (configuration not stated)	6	11
COc1ccc2nc(N)sc2c1	10	0
COc1ccc(NC(=O)CSc2nnc3c4c(nc(-c5ccccc5)n23)CC(C)(C)OC4)cc1	-15	-4
Cc1ccc(S(=O)(=O)N(CC(=O)N/N=C/c2ccc(F)cc2)c2cccc3cccnc23)cc1	37	5
Cc1cc(C)n2[nH]c(=O)c(N=Nc3cccc(C(F)(F)F)c3)c2n1	-13	8
COc1ccc(N(C(=O)c2ccco2)S(=O)(=O)c2cccc([N+](=O)[O-])c2)cc1	-20	-1
Cc1cccc(NC(=O)c2cc(S(=O)(=O)NCc3ccco3)ccc2F)c1C	6	-7
O=C1CC(NNc2ccccc2)C(=O)N1c1cccc(Cl)c1 (configuration not stated)	5	1
COc1ccc(S(=O)(=O)N2CCCC(C(=O)NCc3ccco3)C2)cc1Cl (configuration not stated)	3	-9
COC(=O)[C@@H](NC(=O)Nc1ccc(OC)cc1)C(C)C	8	3
Cc1ccc(NC(=O)CN2CCC3(O)CCCCC3C2c2ccc3c(c2)OCO3)c(C)c1 (configuration not stated)	-24	4
COc1ccc(NCc2nnc(SCC(=O)N3CCCc4ccccc43)o2)cc1	-24	-4
COc1cc(C(=O)N2CCN(Cc3ccccc3C(F)(F)F)CC2)cc(OC)c1OC	-15	-3
O=C(O)C1CCC(=O)N1Cc1ccccc1Cl (configuration not stated)	2	1

Retrieved by compound from above, five records:
SMILES	GSIS activator	RAD54 inh
COc1ccc(S(=O)(=O)N2CCCC(C(=O)NCc3ccco3)C2)cc1Cl (configuration not stated)	3	-9
Cc1ccc(S(=O)(=O)N(CC(=O)N/N=C/c2ccc(F)cc2)c2cccc3cccnc23)cc1	37	5
Cc1cc(C)n2[nH]c(=O)c(N=Nc3cccc(C(F)(F)F)c3)c2n1	-13	8
CCN(CC)CCNC(=O)C1c2ccccc2C(=O)N(CCOC)C1c1ccc(F)cc1 (configuration not stated)	6	11
COc1ccc(NCc2nnc(SCC(=O)N3CCCc4ccccc43)o2)cc1	-24	-4

More records follow:
SMILES	GSIS activator	RAD54 inh
CS(=O)(=O)N1CCCC(C(=O)N2CCc3ccccc3C2)C1 (configuration not stated)	8	0
COc1ccc(S(=O)(=O)Nc2ccc(S(=O)(=O)N3CCCCC3)cc2)cc1	-3	7
CC(C)(C)C(=O)NC1=NCCS1	-17	-6
Oc1ccccc1/C=N/Nc1cccc2cccnc12	-19	6
O=C(CCn1c(=O)c2ccccc2n(Cc2cc(=O)n3ccccc3n2)c1=O)NCc1ccco1	0	3
COc1ccc(C2C(C#N)=C(N)OC3=C2C(=O)CC(C)(C)C3)c([N+](=O)[O-])c1OC (configuration not stated)	-12	-9
CCOc1ccccc1Nc1ccc(C(=O)O)cc1NC(C)=O	-2	-4
CC(=O)c1cc(OC(=O)c2ccncc2)ccc1OC(=O)c1ccncc1	4	-14
O=C1NC2=C(C(=O)c3ccccc32)C(c2ccccc2)N1 (configuration not stated)	-4	-8

With a hit mark in GSIS activator, of those listed so far:
Molecule | GSIS activator
CC(=O)N(/N=C/c1cccc(C)c1)c1nc(-c2ccc(Br)cc2)cs1 | 110*
